Epigenetic mod: epigenetic modulators derepressing GFP locus in mouse cells; AID 597; 0.09% of 68,000 active; mouse C127i GFP locus derepression, cytometry, 30 h; Potency, µM (highest dose often 46.1 µM), inactives show top-dose GFP derepression (activation); further: % of control where 0% means no effect
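Murine C127i mammary cells carrying a silenced, stably integrated CMV-driven GFP reporter were treated with compound for 30 hours at 37 C. After PBS washes, GFP-positive cells were counted by laser-scanning microplate cytometry.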
Pol III holo inh: blocks replication by bacterial DNA polymerase III holoenzyme | reconstituted DNA polymerase III holoenzyme replication, biochemical | Potency, µM (series often up to 57.1 µM), for inactives: at the highest dose activity change, negative = inhibition | 0.25% of 71,000 active; further: potency means the concentration at half of the fitted maximal effect; on the % scale 0 is the no-effect control and ±100 the full control effect
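Reconstituted *E. coli* holoenzyme (0.35 nM Pol III, 1 nM beta, 154 nM SSB, 2 nM primase) was preincubated with compound for 15 min at RT. Synthesis on 1.4 nM ssM13Gori ran 35 min, then was stopped with PicoGreen/EDTA and read as dsDNA fluorescence.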
CRE Fsk mod: alters forskolin-stimulated CRE reporter signaling in CHO cells. 2.5% of 71,000 active. CHO CRE-bla reporter (cAMP response element driving beta-lactamase), forskolin EC10, beta-lactamase ratio. AID 662. Potency, µM (doses to about 38.2 µM), for the others: top-dose activity change, negative = inhibition, actives largely listed as activators; active means well fitted activation curve with a large enough effect in the signal ratio, with a control signal flat, not every such curve was filed as active; inconclusive means small, poorly fitted or top-dose-only effect, or effect the other way, or a change in a side signal; the % refers to the signal ratio; further: potency means the concentration at half of the fitted maximal effect; % of control where 0% means no effect
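Cells were plated overnight at 37 °C, exposed to compound titrations plus EC10 NKH 477 for 3 h, then given CCF4 dye for 2 h at room temperature. Blue/green (460/530 nm) ratio was converted to %Activity and AC50 values calculated.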
USP2a inhib: blocks human ubiquitin-specific protease USP2a. Potency, µM (titrated, usually from 38.3 µM), for inactives: at the highest dose activity change, negative = inhibition, actives largely listed as inhibitors. O75604. USP2a enzymatic assay, qHTS inhibition. 0.1% of 60,000 active;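 further: potency means the concentration at half of the fitted maximal effect; nearly all actives have a fitted effect of over 60% in size; plate controls were DMSO for no effect and NEM full inhibition control for full effect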
Target sequence (O75604 whole entry, looked up): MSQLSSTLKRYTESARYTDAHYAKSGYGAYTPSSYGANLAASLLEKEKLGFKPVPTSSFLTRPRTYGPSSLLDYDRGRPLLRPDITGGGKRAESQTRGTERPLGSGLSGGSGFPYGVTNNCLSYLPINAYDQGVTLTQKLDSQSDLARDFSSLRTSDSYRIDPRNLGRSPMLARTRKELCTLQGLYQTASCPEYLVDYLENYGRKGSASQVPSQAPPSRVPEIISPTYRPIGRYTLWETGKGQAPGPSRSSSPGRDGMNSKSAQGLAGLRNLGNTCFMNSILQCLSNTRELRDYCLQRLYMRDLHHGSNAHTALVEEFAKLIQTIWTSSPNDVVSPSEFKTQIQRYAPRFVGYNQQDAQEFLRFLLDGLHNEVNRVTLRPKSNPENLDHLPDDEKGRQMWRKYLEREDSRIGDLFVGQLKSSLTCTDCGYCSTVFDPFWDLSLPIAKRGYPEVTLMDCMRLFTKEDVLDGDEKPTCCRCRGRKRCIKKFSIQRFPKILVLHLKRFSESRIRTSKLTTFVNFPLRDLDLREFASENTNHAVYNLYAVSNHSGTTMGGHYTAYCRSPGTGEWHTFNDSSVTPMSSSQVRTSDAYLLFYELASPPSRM
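USP2 core (20 nM final) was preincubated with compound for 30 min at RT in 20 mM Tris-HCl pH 8.0, 2 mM CaCl2, 2 mM beta-mercaptoethanol; Ub-PLA2 (20 nM) plus NBD C6-HPC (20 uM) then added, fluorescence read after 2.5 h.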
HBB splicing: alters splicing of the hemoglobin beta chain | HBB splicing reporter cell assay, activation; EGFP reporter with mutant IVS2-654 intron; response scale: normalised to 500 nM splice-correcting PNA | Potency, µM (series often up to 46.1 µM), for the others: at the top dose activation, hits mostly activators | 0.06% of 65,000 active | AID 925; further: potency means the concentration at half of the fitted maximal effect; 0% is about no effect
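Compounds were applied for 2 days to HeLa EGFP-654 cells, 500/well in Optimem with 2% FCS. The reporter's EGFP is disrupted by mis-splicing of beta-globin intron IVS2-654. Readout: summed well GFP fluorescence from 488 nm laser scanning; reference was 500 nM antisense […] 654 PNA.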
Hsp90 Hop PPI: changes Hsp90-Hop TPR2A binding signal, up or down; AlphaScreen TPR2A-His6 binding biotin-Hsp90 C-terminal peptide; Potency, µM (doses to about 57 µM), without a hit: at the highest dose activity change, negative = inhibition; 0.44% of 71,000 active; active means well fitted curve in either direction with a large enough effect; inconclusive means small, poorly fitted or top-dose-only effect, or another doubt; further: potency means the concentration at half of the fitted maximal effect; on the % scale 0 is the no-effect control and ±100 the full control effect; many of its hits are not listed in these tables
Ub-GFP proteasome: ubiquitin-GFP accumulation via proteasome inhibition; 67,000 tested, under 10 active; AID 526; Ubiquitin-GFP reporter cells, proteasome inhibition, GFP fluorescence; response scale: untreated = 0%, 10 µM MG-132 = 100%; Potency, µM (top dose mostly 45.9 µM), for the others: top-dose activation (GFP accumulation), most hits filed as activators; active means well fitted activation curve with a large enough effect, not every such curve was filed as active; inconclusive means small, poorly fitted or top-dose-only effect, or another doubt; inactive means no such curve, though single readings can be large or run the other way; further: potency means the concentration at half of the fitted maximal effect
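Reporter cells (U2OS, ubiquitin-G76V-GFP fusion) are plated overnight, then treated 4 hr at 37 °C with compound titrations from 46 uM down to 2.9 nM. Activity is scaled against untreated cells and 10 uM MG-132.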
BRCT inh green: BRCA1 BRCT-phosphoprotein interaction inhibition | BRCA1 BRCT-phosphopeptide binding, green fluorescence polarization | P38398 | Potency, µM (titrated, usually from 76.9 µM), for inactives: at the top dose activity change, negative = inhibition, actives largely listed as inhibitors | 0.05% of 75,000 active;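 further: potency means the concentration at half of the fitted maximal effect; plate controls were peptide without protein for full effect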
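Compounds were incubated for 12 min at room temperature with a complex of 100 nM fluorescein-tagged pBACH1 decapeptide and 250 nM His-tagged BRCT protein. Buffer was phosphate pH 7.3 with EDTA, DTT and Tween 20. Disruption of binding lowers the polarization signal.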
HADH2 inh: HADH2 (human) dehydrogenase inhibition | recombinant HADH2, NADH fluorescence, beta-hydroxybutyryl-CoA | Potency, µM (top dose mostly 57.1 µM), inactives show at the highest dose activity change, negative = inhibition, hits mostly inhibitors | Q99714 | 3.4% of 73,000 active; further: potency means the concentration at half of the fitted maximal effect; on the % scale 0 is the no-effect control and ±100 the full control effect; nearly all actives have a fitted effect of over 60% in size; many of its hits are not listed in these tables
Target sequence (Q99714 whole entry, looked up, one chain of several): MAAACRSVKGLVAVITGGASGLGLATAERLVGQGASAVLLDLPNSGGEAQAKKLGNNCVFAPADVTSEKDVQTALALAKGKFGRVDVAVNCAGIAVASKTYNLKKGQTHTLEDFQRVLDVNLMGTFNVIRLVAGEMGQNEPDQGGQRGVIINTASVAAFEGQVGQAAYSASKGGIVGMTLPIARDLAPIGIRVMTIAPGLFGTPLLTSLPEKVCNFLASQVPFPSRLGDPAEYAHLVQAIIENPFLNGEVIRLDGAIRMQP
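E. coli-expressed His-tagged HADH2 tested at 20 nM in alkaline Tris buffer (pH 9.0); oxidation of 90 uM beta-hydroxybutyryl-CoA with 1 mM NAD+ tracked fluorimetrically for 4 min.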
BRCT PPI red: inhibitors of human BRCA1 BRCT-phosphoprotein interaction (red fluorophore); 0.03% of 75,000 active; Potency, µM (top dose mostly 76.9 µM), inactives show top-dose activity change, negative = inhibition, most hits filed as inhibitors; BRCT-phosphopeptide binding, red fluorescence polarization; AID 892; further: on the % scale 0 is the no-effect control and ±100 the full control effect
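Fluorescence polarization: 100 nM His-tagged BRCA1 BRCT with 100 nM TAMRA-labelled phospho-BACH1 decapeptide, phosphate buffer pH 7.3 with 150 mM NaCl, DTT, 0.01% Tween 20; 12 min RT. Binding inhibition seen as FP decrease.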
ALOX15 inhib: 15-hLO (ALOX15) enzyme inhibition; P16050; purified 15hLO-1, xylenol orange hydroperoxide absorbance; 1.4% of 74,000 active; Potency, µM (titrated, usually from 57.1 µM), for the others: at the top dose activity change, negative = inhibition, actives largely listed as inhibitors; further: potency means the concentration at half of the fitted maximal effect; on the % scale 0 is the no-effect control and ±100 the full control effect; nearly all actives have a fitted effect of over 55% in size
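Quantitative HTS in 25 mM Hepes pH 7.5 containing 0.01% Triton X-100: human 15hLO-1 at 40 nM, arachidonic acid at 50 uM, 6 min turnover. Product quantified via ferrous oxidation/xylenol orange, 573:405 nm absorbance ratio.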
The depositor's hits bear a star; i = inactive; u = inconclusive; x = no result given; [ ] = remark or other dose. Unless noted, the call rests on the fitted dose curve; in most records, active means well fitted curve in the direction sought with a large enough effect; inconclusive means small, poorly fitted or top-dose-only effect, or another doubt; inactive means no such curve, though single readings can be large; an effect the other way counts as inactive or inconclusive. Only part of the results is shown, so the mix of outcomes need not match the whole.

Every second line gives: Epigenetic mod	Pol III holo inh	CRE Fsk mod	USP2a inhib	HBB splicing	Hsp90 Hop PPI	Ub-GFP proteasome	BRCT inh green	HADH2 inh	BRCT PPI red	ALOX15 inhib
1) COc1c2ccoc2nc2c(OC)c(OCC(O)C(C)(C)O)ccc12 (configuration not stated)
  2%	-1%	19%	8%	0.8%	-5%	6%	-1.9%	93%[activator]	1.8%	5%[25.6 µM]
2) CCCCN(C)S(=O)(=O)c1cc(Br)cc2c1N(C(=O)C1CC1)CC2
  0%	0%	18%	3%	-1.4%	3%	4%	0.5%	2%	0.3%	-4%
3) Cn1cccc1C(=O)N1CCC2(CCCN(c3ccccn3)C2)CC1
  2%[9.22 µM]	-9%	-13%	66%[activator]	2.6%	-11%	1%	1.1%	-10%	-0.3%	-15%
4) O=C(c1ccc2c(c1)OCCO2)N(c1ccccn1)C1CCCCC1
  -2%	-8%	u	-2%	-1.8%	-2%	4%	-0.3%	-1%	-0.3%	-1%
5) Cc1ccc2[nH]c3c(c2c1)CN(C(=O)CN1CCN(c2ccccc2F)CC1)CC3
  0%	-1%	u	24%	3.0%[1.84 µM]	-3%	8%	1.5%	4%	0.7%	-9%
6) COc1cccc(N2CC(C(=O)NC3CCCCC3)CC2=O)c1 (configuration not stated)
  2%	-6%	0%	-2%	-0.6%	-3%	6%	-1.2%	2%	0.3%	8%
7) Cc1nc(SCC(=O)N2CCOCC2)c2ccsc2n1
  -1%	0%	u	0%	-0.7%	-3%	3%	-1.3%	2%	0.8%	6%
8) CCOC(=O)N1CCN(C(=O)CSc2nnc(-c3cc(OC)cc(OC)c3)o2)CC1
  -3%	-15%	-9%	7%	-0.4%	3%	6%	-0.4%	-2%	-3.3%	5%
9) O=C1CC(c2ccc(F)cc2)CC(O)=C1C=NCCN1CCN(C(=O)Nc2ccccc2)CC1 (configuration not stated)
  6%	2%	u	31%[activator]	0.6%[57.5 µM]	-2%	8%	-1.1%	-5%	0.1%	0%
10) CN(C)C(=O)COc1ccc2cc(-c3ccccc3)c(=O)oc2c1
  3%	-5%	1%	-1%	6.4%	-3%	-3%	-2.1%	i	0.2%	1%
11) Cc1oc2c(CN3CCCC3)c(O)ccc2c(=O)c1Oc1ccccc1Br
  0%	-11%	2%	9%	0.3%	-4%	23%	-0.8%	32µM*	0.7%	0%
12) CN(C)c1ccc(-c2nn3c(-c4ccc(Cl)cc4Cl)nnc3s2)cc1
  -3%	-8%	15%	-1%	1.4%	2%	3%	0.2%	1%	0.2%	3%
13) CN1/C(=C/C=N/n2cnnc2)C(C)(C)c2ccccc21
  -2%	-6%	9%	-7%	0.1%[57.5 µM]	2%	-1%	-1.2%	7%	1.3%	25µM*
14) Cc1c(C#N)c2ccccc2n1CC(=O)NCc1cccnc1
  -1%	1%	-8%	3%	x	-4%	4%	-1.1%	-2%	0.1%	1%
15) CCCCn1cnc2c(cnn2-c2ccc(F)cc2)c1=O
  1%	-3%	10%	-7%	-1.4%	6%	11%	-0.8%	12%	-1.3%	-2%
16) COc1ccccc1N1CCN(S(=O)(=O)c2ccc3c4c(cccc24)C(=O)N3C)CC1
  4%	5%	16%	40%[activator]	-0.6%	4%	11%	-1.4%	23%	-0.7%	-6%
17) COc1cccc(-c2nccc(NC3CCNCC3)n2)c1
  -1%[9.22 µM]	3%	-12%	-16%	0.9%	-6%	2%	-0.8%	-1%	0.8%	1%
18) CCOC(=O)c1sc2c(c1C)C(c1cccs1)C1=C(CCCC1=O)N2 (configuration not stated)
  0%	52%	u	8%	-5.8%	21%	-3%	-1.1%	i	-0.1%	-30%
19) Cc1ccc(C(=O)NC2CC3CCCC(C2)N3C(=O)NC2CCCCC2)cc1 (configuration not stated)
  -2%	-4%	u	31%[activator]	1.4%	3%	-3%	2.2%	5%	-2.3%	-8%
20) CN1CCc2c(sc3c2C(=O)NC(c2cccc(OC(=O)c4cccs4)c2)N3)C1 (configuration not stated)
  x	16%	u	x	7.6%	-1%[2.3 µM]	-3%	32%[activator]	25µM*	0.4%	-29%
21) CC(Sc1nnc2ccccn12)C(=O)Nc1ccc(Cl)cn1 (configuration not stated)
  1%	-2%	-15%	3%	-0.2%[57.5 µM]	-3%	1%	-0.4%	-11%	1.0%	12%
22) Cc1ccc(-n2ncc(C#N)c2/N=C/N2CCCCCC2)cc1
  0%	-1%	10%	-29%	-2.5%	11%	-1%	2.3%	1%	-0.8%	-1%
23) CN1CCN(C(=O)c2sc(=S)n(-c3ccccc3)c2N)CC1
  3%	0%	u	-1%	-0.6%	-3%	-1%	0.5%	0.2µM*	-1.1%	u
24) O=C(O)C1CCC(CNc2c(NC3CCCCC3)c(=O)c2=O)CC1 (configuration not stated)
  x	-5%	0%	x	0.0%	-1%	1%	-0.6%	-7%	-0.7%	4%
25) Cc1ccc(SCN2CCCCC2)cc1 (tested in a mixture with another compound)
  -1%[9.22 µM]	-6%[11.4 µM]	-6%[7.6 µM]	x	0.0%[9.22 µM]	-4%[11 µM]	-1%[9.17 µM]	-0.8%[15.4 µM]	-10%[11.4 µM]	-0.4%[15.4 µM]	3%[11.4 µM]
26) CCn1nnc(NC(=O)c2cc3ccccc3o2)n1
  0%	-2%	20%	3%	0.9%	-3%	2%	-0.6%	-6%	-2.6%	-7%
27) CCn1c(SCC(=O)N2CC(=O)Nc3ccccc32)nnc1-c1ccoc1C
  4%	-7%	2%	1%	1.3%	-6%	3%	0.8%	1%	-3.7%	4%
28) COc1ccccc1NC(=O)N1CCN(c2ccccn2)CC1
  x	1%	6%	x	-0.7%	-2%[2.3 µM]	-1%	-1.5%	-16%	0.0%	-7%
29) Cc1nnc(NCCc2ccccc2)n(N)c1=O
  3%	-4%	3%	-3%	-0.8%	-2%	12%	0.2%	-14%	-0.4%	2%
30) CCOC(=O)c1sc2cccc(F)c2c1N
  4%	-1%	-1%	-6%	-3.1%[57.5 µM]	7%	-4%	-4.2%	32µM*	-0.1%	-9%
31) Cc1cccc2nc(CSc3nnnn3-c3ccccc3)cn12
  0%	-11%	u	8%	3.0%[0.369 µM]	0%	x	1.1%	1%	-0.1%	3%
32) COc1ccccc1NC(=O)NC(N)=O
  -3%	1%	-1%	-5%	-0.5%	-1%	-1%	-1.2%	6%	0.3%	4%
33) Cc1cc(NC(=O)CCCC(=O)O)nc(C)n1
  -1%	0%	5%	0%	-3.1%	-2%	3%	0.5%	1%	-1.3%	4%
34) O=C(c1ccccc1)N(Cc1cccs1)C1CCS(=O)(=O)C1 (configuration not stated)
  -2%	1%	u	4%	-1.1%[1.84 µM]	-2%	-5%	-1.9%	4%	-0.6%	0%
35) COCc1nc2ccccc2n1Cc1ccccc1Br
  2%	-5%	-3%	11%	-2.0%[0.369 µM]	0%	x	-0.9%	21%	0.5%	4%
36) CC(=NCCc1ccccc1)C1=C(O)CSC1=O
  -3%	-6%	2%	2%	-0.4%	-2%	17%	-1.7%	-10%	-1.1%	1%
37) O=C(Nc1ccccc1)N1CCC2(CCNCC2)CC1
  0%[9.22 µM]	-1%	-8%	23%	2.7%	-3%	-3%	-1.6%	3%	-0.5%	-2%

Looked up by compound from the entries so far (2):
Every second line gives: Epigenetic mod	Pol III holo inh	CRE Fsk mod	USP2a inhib	HBB splicing	Hsp90 Hop PPI	Ub-GFP proteasome	BRCT inh green	HADH2 inh	BRCT PPI red	ALOX15 inhib
35) COCc1nc2ccccc2n1Cc1ccccc1Br
  2%	-5%	-3%	11%	-2.0%[0.369 µM]	0%	x	-0.9%	21%	0.5%	4%
31) Cc1cccc2nc(CSc3nnnn3-c3ccccc3)cn12
  0%	-11%	u	8%	3.0%[0.369 µM]	0%	x	1.1%	1%	-0.1%	3%

Screening data as filed in PubChem BioAssay.
